JMJD2A Tudor = inhibitors of human JMJD2A Tudor domain; 390,000 tested, 4.4% active; Potency, µM (top dose mostly 114 µM), inactives show at the top dose activity change, negative = inhibition, usual class: inhibitors; AlphaScreen JMJD2A-Tudor / H3K4me3 peptide binding; also: potency is read from the fitted curve at half-maximal effect; % is scaled to controls: 0 for no effect and ±100 for the full control effect; nearly all actives have a fitted effect of over 50% in size
ERG-DNA inh = blocks human ERG Ets domain binding to DNA; fluorescence polarization, His-ERG Ets domain / labelled DNA; Potency, µM (doses to about 76.9 µM), for inactives: at the highest dose FP activity, negative = inhibition, hits mostly inhibitors; P11308; 370,000 tested, 0.028% active; active = well fitted inhibition curve with a large enough effect in the polarisation, with a control signal flat; inconclusive = small, poorly fitted or top-dose-only effect, or effect the other way, or a change in a side signal; inactive = no such curve, though single readings can be large or run the other way; the % refers to the polarisation;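 also: polarization taken with two DNA probes labelled with fluorescein and Texas red; potency is read from the fitted curve at half-maximal effect; % of control where 0% means no effect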
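His-tagged ERG Ets domain (1 uM in the protein solution; 300mM KCl, 50mM Tris-HCl, 1mM EDTA, 1mM DTT, pH 7.5) received compound, then a probe mix of 5 nM fluorescein-DNA and 100nM Texas-615-DNA. Fluorescence polarization was read for both dyes.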
HP1b chromo inh = inhibitors of HP1-beta chromodomain binding to methylated histone tails; 390,000 tested, 0.56% active; AlphaScreen HP1-beta / biotin-H3K9me3 peptide binding; AID 540317; P83916; Potency, µM (titrated, usually from 114 µM), without a hit: at the highest dose activity change, negative = inhibition, actives largely listed as inhibitors; also: potency is read from the fitted curve at half-maximal effect; nearly all actives have a fitted effect of over 70% in size; inactives centre near 23
Target sequence (P83916 whole entry, looked up): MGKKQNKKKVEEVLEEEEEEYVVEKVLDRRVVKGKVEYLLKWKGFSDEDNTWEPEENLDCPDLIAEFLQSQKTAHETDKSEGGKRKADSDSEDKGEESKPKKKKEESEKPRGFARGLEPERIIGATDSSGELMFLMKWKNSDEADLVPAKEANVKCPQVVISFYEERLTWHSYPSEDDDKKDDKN
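AlphaScreen: HP1-beta (50 nM) preformed 30 min with biotin-H3(1-18)K9me3 peptide (50 nM) in PBS pH 7.4, 0.01% Tween-20. Compound added for 30 min at RT, then streptavidin donor/nickel chelate acceptor beads (10 ug/mL) for 30 min.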
GLS inh = blocks human kidney-isoform glutaminase activity; Potency, µM (doses to about 45.5 µM), for inactives: at the top dose activity change, negative = inhibition, hits mostly inhibitors; 410,000 tested, 0.21% active; GLS enzymatic activity, qHTS titration; O94925; AID 624170; also: potency is read from the fitted curve at half-maximal effect; % is scaled to controls: 0 for no effect and ±100 for the full control effect
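Enzyme dispensed in phosphate buffer (45 mM, pH 8.2, 0.02% Tween-20), compounds pinned in, then 1 mM L-glutamine solution and the glutamate oxidase–HRP–Amplex Red mix added; fluorescence read immediately and again after 30 min at room temperature.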
PI4K2A block = blocks human PI4K2A kinase activity | Q9BTU6 | purified PI4K2A, ADP-Glo luminescence, 1 h; stronger effect = lower value | activity change, negative = inhibition, % at 76.9 µM | 420,000 tested, 0.13% active; in the data active = activity change below about -50%; inconclusive = mostly about -30% to -49%;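 also: -100% = wells without enzyme as full effect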
Target sequence (Q9BTU6 whole entry, looked up): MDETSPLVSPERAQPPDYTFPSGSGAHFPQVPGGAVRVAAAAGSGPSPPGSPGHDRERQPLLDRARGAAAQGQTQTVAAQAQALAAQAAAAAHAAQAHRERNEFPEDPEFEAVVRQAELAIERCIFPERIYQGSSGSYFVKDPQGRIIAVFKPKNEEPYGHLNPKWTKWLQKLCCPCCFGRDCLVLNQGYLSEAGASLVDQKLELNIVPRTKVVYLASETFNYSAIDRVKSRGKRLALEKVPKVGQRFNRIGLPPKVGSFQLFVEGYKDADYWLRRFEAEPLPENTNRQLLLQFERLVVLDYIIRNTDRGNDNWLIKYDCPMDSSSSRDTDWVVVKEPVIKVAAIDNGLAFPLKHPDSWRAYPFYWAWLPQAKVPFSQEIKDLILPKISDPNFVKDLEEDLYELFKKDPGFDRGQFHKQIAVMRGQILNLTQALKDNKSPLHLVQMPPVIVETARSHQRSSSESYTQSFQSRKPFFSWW
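ADP-Glo luminescence measured ADP generated by PI4K2A enzyme (4 ug/mL before mixing) with 1.2 mM PI substrate (pre-mix) and 300 microM ATP (pre-mix). Tris pH7.5 buffer with MgCl2, Triton X-100; 1 h reaction at ambient temperature.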
G9a block = G9a (human) methyltransferase inhibition | Q96KQ7 | G9a H3K9 monomethylation, AlphaScreen, 2 h | Potency, µM (doses to about 102 µM), for inactives: at the top dose activity, negative = inhibition, most hits filed as inhibitors | 350,000 tested, 8.8% active; also: potency is read from the fitted curve at half-maximal effect; % is scaled to controls: 0 for no effect and ±100 for the full control effect; nearly all actives have a fitted effect of over 75% in size
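AlphaScreen read-out: biotin-H3K9 peptide (500 nM) methylation by 20 nM enzyme with 20 uM SAM, 2 h at room temperature after 15 min compound preincubation; anti-monomethyl H3K9 antibody plus donor/acceptor beads, 10 min dark.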
BAZ2B inh = BAZ2B (human) inhibition | AID 504333 | AlphaScreen BAZ2B-H3K14Ac peptide displacement | Q9UIF8 | 360,000 tested, 4.4% active | Potency, µM (titrated, usually from 114 µM), inactives show at the highest dose activity change, negative = inhibition, actives largely listed as inhibitors; also: potency is read from the fitted curve at half-maximal effect; % is scaled to controls: 0 for no effect and ±100 for the full control effect; nearly all actives have a fitted effect of over 60% in size
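Protein-peptide AlphaScreen: BAZ2B 50 nM, b-H3K14Ac 50 nM, 1x PBS pH 7.4 + 0.01% Tween-20. Preincubation 30 min RT; cpd 30 min RT (top 110 uM); beads 20 min RT, light-protected.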
ALOX12 inh = ALOX12 (human) lipoxygenase inhibition; P18054; purified 12hLO, xylenol orange hydroperoxide absorbance; Potency, µM (titrated, usually from 108 µM), inactives show at the highest dose activity change, negative = inhibition, actives largely listed as inhibitors; 580,000 tested, 1.1% active; AID 1671190; also: potency is read from the fitted curve at half-maximal effect; % is scaled to controls: 0 for no effect and ±100 for the full control effect
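Hydroperoxide product was detected by ferrous iron/xylenol orange as the 573 to 405 nm absorbance ratio. Arachidonic acid at 40 uM (final) was turned over for 30 min at room temperature by 150 nM human 12hLO, pH 7.0 Hepes buffer, after 15 min compound preincubation.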
RGS4 inh = blocks human RGS4-accelerated GTP hydrolysis; Transcreener GDP fluorescence polarization, RGS4-accelerated GTP hydrolysis; 390,000 tested, 0.039% active; Potency, µM (doses to about 114 µM), inactives show at the top dose activity change, negative = inhibition, most hits filed as inhibitors; P49798; also: potency is read from the fitted curve at half-maximal effect; % is scaled to controls: 0 for no effect and ±100 for the full control effect; nearly all actives have a fitted effect of over 75% in size; some results filed as inactive show a strong effect at the top dose
Target sequence (P49798 whole entry, looked up): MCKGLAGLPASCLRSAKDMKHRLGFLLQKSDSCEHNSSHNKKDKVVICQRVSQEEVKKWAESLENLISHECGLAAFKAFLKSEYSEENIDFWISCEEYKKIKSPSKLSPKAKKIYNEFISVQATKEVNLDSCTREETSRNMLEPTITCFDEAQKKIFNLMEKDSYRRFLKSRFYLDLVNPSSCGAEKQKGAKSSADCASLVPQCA
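MLSMR compounds (23 nl, pin-transferred) preincubated 10 min at room temperature with a 500nM (2x) first reagent, then RGS4 at 900nM (2x) plus Transcreener GDP mix added; fluorescence polarization (620/688 nm) read before and after 90 min at 30 °C.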
* marks the source's active call; other numbers are inactive results; u = inconclusive; x = not tested or not shown; [ ] = dose if it differs, or a comment. Unless noted, calls follow the shape of the dose curve; as a rule, active = well fitted curve in the direction sought with a large enough effect; inconclusive = small, poorly fitted or top-dose-only effect, or another doubt; inactive = no such curve, though single readings can be large; an effect the other way counts as inactive or inconclusive. An excerpt; the hit share may differ from the screen's.

#1 COc1ccc(NC(=O)C2CC(c3ccccc3Cl)=NO2)cc1 (stereo not drawn)
#2 CN(Cc1cccs1)C(=O)c1cccc(S(=O)(=O)N2CCCCCC2)c1
#3 CCOc1cc(C=O)ccc1OCC(N)=O
#4 Cn1c(C(C#N)C(=O)c2ccco2)nc2ccccc21 (stereo not drawn)
#5 CC(C)[C@H](Nc1ccc(C(F)(F)F)cc1[N+](=O)[O-])C(=O)O

| entry no. | 1 | 2 | 3 | 4 | 5 |
| --- | --- | --- | --- | --- | --- |
| JMJD2A Tudor | -5% | -1% | -5% | 6% | -22% |
| ERG-DNA inh | 11% | 9% | -16% | 4% | 6% |
| HP1b chromo inh | 66%[activator] | 39%[activator] | 48%[activator] | 8% | 22% |
| GLS inh | 0% | -4% | -9% | 5% | 11% |
| PI4K2A block | -6 | 4 | 0 | -16 | 0 |
| G9a block | 38% | -3%[2.33 µM] | -1% | 3%[59 µM] | x |
| BAZ2B inh | -6% | 11% | -8% | u | -9% |
| ALOX12 inh | -1% | -1% | -2% | 47%[activator] | 2% |
| RGS4 inh | -45% | -20% | -13% | 18% | 8% |

#6 CCOC(=O)C1=C(N)Oc2cc(C)oc(=O)c2C1c1cccnc1 (stereo not drawn)
#7 CN1CCN(C(=O)c2ccccc2NC(=O)c2cccs2)CC1
#8 CC(C)C(C(=O)NCC1CCCO1)N(C(=O)CNS(=O)(=O)c1ccc(F)cc1)C1CCCCC1 (stereo not drawn)
#9 CCc1ccc(/C=N/N2CCN(c3ccccn3)CC2)cc1
#10 O=C(NCc1cccs1)c1cnc(Cl)c(Cl)c1

| entry no. | 6 | 7 | 8 | 9 | 10 |
| --- | --- | --- | --- | --- | --- |
| JMJD2A Tudor | 3% | -8%[11.4 µM] | 12% | -27% | 9% |
| ERG-DNA inh | 6% | -10% | -2% | 2% | 14% |
| HP1b chromo inh | 12% | 56%[activator] | 25% | 25% | 36%[activator] |
| GLS inh | 10% | -9% | -9% | 2% | 10% |
| PI4K2A block | -1 | 1 | -2 | -3 | 4 |
| G9a block | -42% | 1% | 19% | -28% | 30%[activator] |
| BAZ2B inh | 3% | -2% | -6% | -24% | 6% |
| ALOX12 inh | -22% | 0% | -18% | 66%[activator] | 45%[activator] |
| RGS4 inh | -6% | -20%[11.4 µM] | -5% | -7% | -28% |

#11 CN(Cc1ccccc1O)CC1CCCN(CCc2ccc(Cl)cc2)C1 (stereo not drawn)
#12 O=C(N/N=C/c1ccc([N+](=O)[O-])o1)c1cc2c(ccc3ccccc32)o1
#13 COc1ccc2cc3cc(C(=O)Nc4cc(OC)c(OC)c(OC)c4)oc3nc2c1
#14 NC(=O)[C@@H]1CCOc2c(I)cc([N+](=O)[O-])cc2C(=O)N[C@@H](CO)C(=O)NCC(=O)N1
#15 Cc1ccc(C)c(NC(=O)C(=O)NCC(c2cccnc2)N2CCN(c3ccc(F)cc3)CC2)c1 (stereo not drawn)

| entry no. | 11 | 12 | 13 | 14 | 15 |
| --- | --- | --- | --- | --- | --- |
| JMJD2A Tudor | -21% | u | -13% | -17% | -36% |
| ERG-DNA inh | -16% | 11% | 2% | 12% | 1% |
| HP1b chromo inh | 35% | -10% | 13% | 40%[activator] | 10% |
| GLS inh | 25% | -5% | 0% | -13% | 10% |
| PI4K2A block | -1 | 1 | 7 | 2 | -3 |
| G9a block | -20% | x | 4%[59 µM] | 45µM* | u |
| BAZ2B inh | -6% | 56µM* | -2% | -8% | -37% |
| ALOX12 inh | -22% | -26% | -8% | -20% | -25% |
| RGS4 inh | 4% | -18% | 10% | -3% | 8% |

4 entries out of the list, arranged by length of the SMILES, ascending:
#4 Cn1c(C(C#N)C(=O)c2ccco2)nc2ccccc21 (stereo not drawn)
#9 CCc1ccc(/C=N/N2CCN(c3ccccn3)CC2)cc1
#11 CN(Cc1ccccc1O)CC1CCCN(CCc2ccc(Cl)cc2)C1 (stereo not drawn)
#6 CCOC(=O)C1=C(N)Oc2cc(C)oc(=O)c2C1c1cccnc1 (stereo not drawn)

| entry no. | 4 | 9 | 11 | 6 |
| --- | --- | --- | --- | --- |
| JMJD2A Tudor | 6% | -27% | -21% | 3% |
| ERG-DNA inh | 4% | 2% | -16% | 6% |
| HP1b chromo inh | 8% | 25% | 35% | 12% |
| GLS inh | 5% | 2% | 25% | 10% |
| PI4K2A block | -16 | -3 | -1 | -1 |
| G9a block | 3%[59 µM] | -28% | -20% | -42% |
| BAZ2B inh | u | -24% | -6% | 3% |
| ALOX12 inh | 47%[activator] | 66%[activator] | -22% | -22% |
| RGS4 inh | 18% | -7% | 4% | -6% |

More records:
#16 Cc1ccc(C)c(Oc2coc3cc(OC(=O)c4cccs4)ccc3c2=O)c1
#17 CCn1cc(C(=O)O)c(=O)c2cc(F)c(N3CCN(C(=S)NC(=O)c4c(OC)cccc4OC)CC3)cc21
#18 CCn1c(SCC(=O)Nc2nnc(C)s2)nnc1-c1ccco1
#19 COC(=O)CSc1ccc(C#N)c(SCC(=O)OC)c1
#20 COc1ccc(-n2nc([N+](=O)[O-])c(=NCc3cccnc3)n2O)cc1

| entry no. | 16 | 17 | 18 | 19 | 20 |
| --- | --- | --- | --- | --- | --- |
| JMJD2A Tudor | -9%[11.4 µM] | u | -9% | -2% | -15% |
| ERG-DNA inh | 12% | 14% | 4% | 9% | 10% |
| HP1b chromo inh | -1% | 4% | 30% | 36% | 21% |
| GLS inh | -29% | 9% | -2% | 9% | -5% |
| PI4K2A block | 5 | -1 | 0 | -2 | -5 |
| G9a block | x | 35µM* | -11%[59 µM] | -11%[0.501 µM] | 18%[59 µM] |
| BAZ2B inh | x | 56µM* | 3% | -14% | -9% |
| ALOX12 inh | 0% | u | 4% | 223%[activator] | -13% |
| RGS4 inh | -31%[11.4 µM] | -22% | -5% | 5% | -10% |

#21 COc1ccc(-c2noc(CNC(=O)c3ccc4c(c3)OCO4)n2)cc1OC
#22 CN(Cc1ccccc1)C(=O)c1nc[nH]c1C(=O)N(C)Cc1ccccc1
#23 Cc1cc(Cl)ccc1OCC(=O)OCC(=O)NC1CCCC1
#24 COC(=O)c1cc2sccc2n1Cc1nc(-c2cccc(Br)c2)oc1C
#25 CNC(=O)CCCN1C(=O)CCn2nc(-c3cn(C)c4ccccc34)cc21
#26 CC(=O)N1c2ccc(S(=O)(=O)N3CCCCC3)cc2CC1C(=O)Nc1ccccc1C(F)(F)F (stereo not drawn)

| entry no. | 21 | 22 | 23 | 24 | 25 | 26 |
| --- | --- | --- | --- | --- | --- | --- |
| JMJD2A Tudor | 1% | 0% | -1% | -11% | -7% | -11% |
| ERG-DNA inh | -7% | 3% | x | 2% | 4% | 18% |
| HP1b chromo inh | 16% | 35% | 23% | 12% | 24%[57 µM] | 34% |
| GLS inh | -1% | 1% | 3% | -10% | 14% | 7% |
| PI4K2A block | 0 | -1 | -2 | -3 | -5 | 1 |
| G9a block | 14% | -1%[0.501 µM] | -16%[59 µM] | u | 2%[59 µM] | -8% |
| BAZ2B inh | 4% | -2% | 11% | 2% | -12% | -20% |
| ALOX12 inh | 6% | 17% | 396%[activator] | -24% | -28% | -18% |
| RGS4 inh | 18% | -15% | -46% | 23% | -13% | 11% |

Screening data deposited in PubChem BioAssay by National Center for Advancing Translational Sciences (NCATS).
